Screening data: PubChem, National Center for Advancing Translational Sciences (NCATS)
Casp1 inh: qHTS Assay for Allosteric/Competitive Inhibitors of Caspase-1; actives 0.03% (n = 75,000); AID 900, 2007; Caspase-1 enzyme, Ac-WEHD-AFC fluorogenic rate; Potency, µM (doses to about 57.5 µM), inactives show at the highest dose activity change, negative = inhibition, hits mostly inhibitors; P29466;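 also: potency is read from the fitted curve at half-maximal effect; plate controls were vehicle for no effect and no substrate for full effect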
Casp7 inh: qHTS Assay for Allosteric/Competitive Inhibitors of Caspase-7 | AID 889, 2007 | Potency, µM (doses to about 57.5 µM), without a hit: top-dose activity change, negative = inhibition, actives largely listed as inhibitors | actives 0.02% (n = 75,000) | recombinant caspase-7, Ac-DEVD-AFC fluorescence rate; active = well fitted inhibition curve with a large enough effect in the main read-out, with a control signal flat, not every such curve was filed as active; inconclusive = small, poorly fitted or top-dose-only effect, or a change in a side signal; also: potency is read from the fitted curve at half-maximal effect; % of control where 0% means no effect
Target sequence (P55210 24-198 limits assumed): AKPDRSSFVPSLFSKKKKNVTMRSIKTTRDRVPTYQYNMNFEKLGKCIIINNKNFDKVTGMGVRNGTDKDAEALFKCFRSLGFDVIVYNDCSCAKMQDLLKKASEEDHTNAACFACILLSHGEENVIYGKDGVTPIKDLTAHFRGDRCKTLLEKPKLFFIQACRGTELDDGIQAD
Target sequence (P55210 207-303 limits assumed): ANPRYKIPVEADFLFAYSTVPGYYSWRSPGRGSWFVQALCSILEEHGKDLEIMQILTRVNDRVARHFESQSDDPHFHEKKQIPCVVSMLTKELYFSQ
USP2a inh: qHTS Assay for Inhibitors of Ubiquitin-specific Protease USP2a; USP2a enzymatic assay, qHTS inhibition; Ubiquitin carboxyl-terminal hydrolase 2 (Homo sapiens), O75604; actives 0.1% (n = 60,000); AID 927, 2007; Potency, µM (doses to about 38.3 µM), inactives show at the top dose activity change, negative = inhibition, most hits filed as inhibitors;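 also: potency is read from the fitted curve at half-maximal effect; nearly all actives have a fitted effect of over 60% in size; plate controls were DMSO for no effect and NEM full inhibition control for full effect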
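Inhibition is measured in a cell-free coupled assay with 20 nM USP2 core, 20 nM Ub-PLA2 and 20 uM NBD C6-HPC, 2.5 h incubation. Activity normalized to NEM control.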
Tau fil binding: qHTS Assay for Tau Filament Binding | actives 2% (n = 71,000) | recombinant tau filaments, thioflavin S fluorescence, 15 h; filaments grown with octadecylsulfate alongside compound | Microtubule-associated protein tau (Homo sapiens), P10636 | AID 596, 2007 | Potency, µM (doses to about 57.1 µM), without a hit: at the top dose activity change, negative = inhibition;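 also: potency is read from the fitted curve at half-maximal effect; % is scaled to controls: 0 for no effect and ±100 for the full control effect; actives lower thioflavin S fluorescence by blocking filaments or displacing dye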
Target sequence (P10636 whole entry, looked up): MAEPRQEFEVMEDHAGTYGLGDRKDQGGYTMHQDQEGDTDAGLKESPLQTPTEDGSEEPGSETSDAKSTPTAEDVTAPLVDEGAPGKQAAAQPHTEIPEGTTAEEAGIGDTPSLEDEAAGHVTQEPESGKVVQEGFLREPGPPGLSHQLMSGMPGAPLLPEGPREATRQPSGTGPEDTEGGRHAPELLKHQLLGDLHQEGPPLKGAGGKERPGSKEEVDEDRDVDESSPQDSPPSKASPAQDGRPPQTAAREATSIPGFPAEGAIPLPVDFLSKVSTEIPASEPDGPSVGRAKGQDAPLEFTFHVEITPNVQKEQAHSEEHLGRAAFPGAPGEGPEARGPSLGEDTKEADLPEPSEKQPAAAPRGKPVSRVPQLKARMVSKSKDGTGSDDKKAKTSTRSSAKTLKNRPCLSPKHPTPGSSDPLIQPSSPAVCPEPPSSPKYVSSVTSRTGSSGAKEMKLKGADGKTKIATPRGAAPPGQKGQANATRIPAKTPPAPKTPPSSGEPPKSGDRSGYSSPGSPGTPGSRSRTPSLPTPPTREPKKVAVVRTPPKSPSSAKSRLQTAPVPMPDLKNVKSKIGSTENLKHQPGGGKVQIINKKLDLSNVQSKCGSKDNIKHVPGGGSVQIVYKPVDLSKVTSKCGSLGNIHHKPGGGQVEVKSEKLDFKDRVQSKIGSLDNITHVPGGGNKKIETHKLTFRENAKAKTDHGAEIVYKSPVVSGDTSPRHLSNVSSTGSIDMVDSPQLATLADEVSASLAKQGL
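Recombinant tau protein (human, 1 uM final) plus 30 uM ODS in HEPES pH 7.4 with NaCl, DTT and thioflavine S. Compound present from the start; fluorescence at 510 nm after 15 h, 37 C.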
Rhodamine autofl: qHTS Assay for Spectroscopic Profiling in Rhodamine Spectral Region | max dye-equivalent concentration, M | actives 0.05% (n = 59,000) | Rhodamine-region fluorescence, 547/598 nm, Tris buffer; stronger effect = higher value; in the data active = max dye-equivalent concentration above about 11 nM; inconclusive = between about 1.1 nM and that limit
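qHTS spectral profiling of compounds without any target or enzyme present, in pH 8.0 Tris buffer; plates were read after a 15-minute room-temperature incubation using the rhodamine-region filter set.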
BRCT PPI red: qHTS Assay for Inhibitors of BRCT-Phosphoprotein Interaction (Red Fluorophore); Potency, µM (top dose mostly 76.9 µM), without a hit: at the highest dose activity change, negative = inhibition, hits mostly inhibitors; BRCT-phosphopeptide binding, red fluorescence polarization; Breast cancer type 1 susceptibility protein (Homo sapiens), P38398; actives 0.03% (n = 75,000); AID 892, 2007; also: % is scaled to controls: 0 for no effect and ±100 for the full control effect
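Fluorescence polarization: 100 nM His-tagged BRCA1 BRCT with 100 nM TAMRA-labelled phospho-BACH1 decapeptide, phosphate buffer pH 7.3 with 150 mM NaCl, DTT, 0.01% Tween 20; 12 min RT. Binding inhibition seen as FP decrease.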
HADH2 inh: qHTS Assay for Inhibitors of HADH2 (Hydroxyacyl-Coenzyme A Dehydrogenase, Type II); 3-hydroxyacyl-CoA dehydrogenase type-2 (Homo sapiens), Q99714; recombinant HADH2, NADH fluorescence, beta-hydroxybutyryl-CoA; Potency, µM (titrated, usually from 57.1 µM), for inactives: top-dose activity change, negative = inhibition, most hits filed as inhibitors; actives 3.4% (n = 73,000); AID 886, 2007; also: potency is read from the fitted curve at half-maximal effect; % is scaled to controls: 0 for no effect and ±100 for the full control effect; nearly all actives have a fitted effect of over 60% in size; many of its hits are not listed in these tables
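Read-out: 360 nm excitation, 450 nm emission, kinetic over 4 min. Conditions: His-tagged human HADH2 20 nM, pH 9.0 Tris with Tween-20, 1 mM NAD+, 90 uM beta-hydroxybutyryl-CoA.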
BRCT PPI green: qHTS Assay for Inhibitors of BRCT-Phosphoprotein Interaction (Green Fluorophore). actives 0.05% (n = 75,000). Potency, µM (series often up to 76.9 µM), without a hit: top-dose activity change, negative = inhibition, usual class: inhibitors. Breast cancer type 1 susceptibility protein (Homo sapiens), P38398. BRCA1 BRCT-phosphopeptide binding, green fluorescence polarization. AID 875, 2007;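 also: potency is read from the fitted curve at half-maximal effect; plate controls were peptide without protein for full effect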
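Compounds were incubated for 12 min at room temperature with a complex of 100 nM fluorescein-tagged pBACH1 decapeptide and 250 nM His-tagged BRCT protein. Buffer was phosphate pH 7.3 with EDTA, DTT and Tween 20. Disruption of binding lowers the polarization signal.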
ALOX15 inhib: qHTS Assay for Inhibitors of 15-hLO (15-human lipoxygenase) | Polyunsaturated fatty acid lipoxygenase ALOX15 (Homo sapiens), P16050 | purified 15hLO-1, xylenol orange hydroperoxide absorbance | Potency, µM (highest dose often 57.1 µM), without a hit: at the highest dose activity change, negative = inhibition, most hits filed as inhibitors | actives 1.4% (n = 74,000); also: potency is read from the fitted curve at half-maximal effect; % is scaled to controls: 0 for no effect and ±100 for the full control effect; nearly all actives have a fitted effect of over 55% in size
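40 nM 15hLO-1 + cpd, 15 min RT; start w/ 50 uM AA (final), 6 min RT; stop/detect w/ 200 uM XO + 300 uM Fe(II) in 50 mM H2SO4, 30 min; A573/A405. Buffer 25 mM Hepes pH 7.5, 0.01% Triton X-100. No-enzyme wells as negative control.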
HEK293 cAMP cs: qHTS Assay for Agonists of the Thyroid Stimulating Hormone Receptor: Activators of Intracellular cAMP Concentrations in Parental HEK 293; parental HEK293 CNG cAMP sensor, membrane potential fluorescence; Potency, µM (titrated, usually from 57.1 µM), for inactives: at the highest dose activation, actives largely listed as activators; actives 2.5% (n = 73,000); AID 938, 2007; also: potency is read from the fitted curve at half-maximal effect; % of control where 0% means no effect; nearly all actives have a fitted effect of over 55% in size
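Parental HEK 293 cells stably expressing a cAMP-gated CNG channel were loaded with membrane potential dye containing 100 uM RO 20-1724 for 60 min. Compound added for 30 min; depolarization read as fluorescence intensity at 590 nm.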
Pol III holo inh: qHTS Assay for Inhibitors of DNA Polymerase III Holoenzyme System. actives 0.25% (n = 71,000). Potency, µM (doses to about 57.1 µM), for inactives: at the highest dose activity change, negative = inhibition. reconstituted DNA polymerase III holoenzyme replication, biochemical. AID 603, 2007; also: potency is read from the fitted curve at half-maximal effect; % is scaled to controls: 0 for no effect and ±100 for the full control effect
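Reconstituted *E. coli* holoenzyme (0.35 nM Pol III, 1 nM beta, 154 nM SSB, 2 nM primase) was preincubated with compound for 15 min at RT. Synthesis on 1.4 nM ssM13Gori ran 35 min, then was stopped with PicoGreen/EDTA and read as dsDNA fluorescence.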
Numbers without * were called inactive; i = inactive; ? = inconclusive; nt = no result given; [ ] = dose if it differs, or a comment. Unless noted, calls follow the shape of the dose curve; as a rule, active = well fitted curve in the direction sought with a large enough effect; inconclusive = small, poorly fitted or top-dose-only effect, or another doubt; inactive = no such curve, though single readings can be large; an effect the other way counts as inactive or inconclusive. The list is partial. The share of hits here may be higher or lower than overall.

No.	SMILES	Casp1 inh	Casp7 inh	USP2a inh	Tau fil binding	Rhodamine autofl	BRCT PPI red	HADH2 inh	BRCT PPI green	ALOX15 inhib	HEK293 cAMP cs	Pol III holo inh
1	COc1cccc(C(=O)N(Cc2nc(-c3cccc(C)c3)no2)C(C)C)c1OC	-1%	-2%	0%	-7%	i	-0.4%	4%	0.2%	-5%	?	-5%
2	CCOC(=O)N1CCN(c2ncnc3nc[nH]c23)CC1	0%	-1%	nt	-7%	nt	0.8%	-18%	-2.3%	4%	9%	1%
3	CCCn1c(C)nc2c(c1=O)c1nc3ccccc3nc1n2-c1ccc2c(c1)OCCO2	-6%	-7%	-1%	-17%	i	-0.9%	-2%	-2.3%	-9%	1%	-15%
4	Cc1ccccc1Nc1nc(N)nc(CSCc2c(C)noc2C)n1	-1%	-1%	3%	4%	i	-0.6%	-1%	-0.5%	11%	11%	3%
5	CC(=O)N1c2ccccc2C(C)CC12CCCCC2 (stereo not drawn)	-2%	-3%	0%	5%	i	-0.1%	-2%	-2.5%	1%	24%	-1%
6	O=C(NCc1ccccc1)NC(=O)c1ccccc1	-2%	-1%	2%	-5%	i	-0.2%	17%	-1.9%	13%	3%	-2%
7	COC(=O)C1(C#N)C(c2ccccc2)C1(C(=O)OC)C(=O)OC (stereo not drawn)	0%	0%	-3%	-10%	nt	-1.5%	5%	-3.2%	9%	9%	-3%
8	COC(=O)C/C=C\[C@@H](C)[C@@H](/C=N\O[C@@H](C)c1cn([C@H]2COC[C@H]2O)nn1)NS(=O)(=O)c1ccc(C)cc1	2%[11.5 µM]	-2%[11.5 µM]	nt	nt	nt	-1.0%[15.4 µM]	19%[11.4 µM]	-1.0%[15.4 µM]	7%[11.4 µM]	-3%[11.4 µM]	nt
9	Cc1cc(=O)oc2ccc(OCC(=O)N(Cc3ccc(F)cc3)Cc3ccco3)cc12	-1%	1%	1%	4%	i	0.3%	1%	-2.1%	4%	4%	1%
10	COc1cccc(C(O)CC(N)=O)c1 (stereo not drawn)	1%	1%	8%	7%	i	0.5%	13%	-0.2%	13%	13%	-1%
11	O=C(CSc1nnc(NC(=O)C2CCC2)s1)Nc1ccc(N2CCOCC2)cc1	-1%	0%	11%	?	i	-0.2%	-8%	1.1%	-12%	-9%	-1%
12	Cc1nn(-c2nnc(C)c(=O)[nH]2)c(C)c1SCC(=O)Nc1ccc(F)cc1	-4%	0%	-3%	-2%	i	-3.8%	?	-0.1%	15%	-1%	1%
13	COc1ccccc1OC[C@H](O)CO	2%[25.7 µM]	2%[25.7 µM]	-9%[17.1 µM]	-7%[25.6 µM]	i	-1.6%[34.4 µM]	-3%[25.6 µM]	0.2%[34.4 µM]	9%[25.6 µM]	37%[25.6 µM]	-7%[25.6 µM]
14	Cc1ccc(-c2noc(C3CCCN(C(=O)c4ccc(F)cc4F)C3)n2)cc1 (stereo not drawn)	0%	-3%	1%	-1%	i	-3.1%	-2%	1.4%	-15%	?	-3%
15	CCOc1ccc(-n2c(SCC(=O)NCc3ccco3)nc3c([nH]c4ccccc43)c2=O)cc1	-1%	-1%	35%[activator]	i	i	-0.2%	-4%	-3.0%	-12%	1%	-4%
16	O=C(CCN1C(=O)c2ccccc2C1=O)NCCN1CCOCC1	2%	1%	1%[7.66 µM]	2%[11.4 µM]	nt	-0.2%	4%[11.4 µM]	-1.8%	9%[11.4 µM]	-3%[11.4 µM]	1%[11.4 µM]
17	O=C(Cc1cccs1)Nc1cccnc1	1%	-2%	15%	-1%	i	-5.0%	-7%	-1.1%	-1%	22%	?
18	CCc1nc(N2CCCCC2C)c2oc3ccccc3c2n1 (stereo not drawn)	-3%	-3%	?	19%	i	1.4%	-2%	-1.6%	-19%	20µM*	2%
19	CCc1ccc(NC2=CC(=O)CC(c3ccco3)C2)cc1 (stereo not drawn)	-2%	1%	18%	11%	nt	1.6%	-2%	-0.8%	-2%	18%	1%
20	CCN1C(=O)c2cccc3c(S(=O)(=O)Nc4ccc(OC)cc4OC)ccc1c23	-15%	-5%	20%	?	i	-2.7%	3%	-1.1%	-8%	13%	-3%
21	COc1ccc(C(=O)C2C3C4COC(O4)C(=O)C3C3C=Cc4ccccc4N32)c(OC)c1 (stereo not drawn)	-10%	-10%	nt	nt	nt	1.7%	nt	12%	2%[25.6 µM]	nt	nt
22	Cc1cc(NS(=O)(=O)c2ccc(NC(=O)CN3C(=O)c4ccccc4C3=O)cc2)nc(C)n1	0%	-9%	-7%	-4%	i	0.1%	7%	-2.1%	8%	0%	-2%
23	CCc1nnc(NC(=O)C2CCN(c3nc(C)cc(C)n3)CC2)s1	3%	0%	9%	3%	i	-0.4%	15%	-2.6%	-3%	-17%	-2%
24	Nc1[nH]ncc1C(=O)Nc1cccc(C(F)(F)F)c1	1%	-1%	2%	-6%	i	-1.9%	4%	-3.0%	10%	-11%	-5%
25	CC(C)CCN(C)C1CCN(S(=O)(=O)c2cccc(C(F)(F)F)c2)CC1	-2%	0%	9%	-22%	i	-0.2%	-10%	0.7%	-5%	11%	-3%
26	CC(=O)c1cccc(N(CC(=O)Nc2cccnc2)S(C)(=O)=O)c1	0%	2%	-1%	-4%	i	-1.3%	1%	-2.1%	-2%	2%	-9%
27	COC(=O)c1ccc(-c2nc3ccc(C)cc3o2)cc1	-1%	1%	-6%	5%	i	-1.8%	196%[activator]	-1.1%	-2%	7%	-2%
28	COc1cc(NC(=O)Cn2nnc(-c3ccccc3N)n2)cc(OC)c1	0%	7%	-5%	4%	i	1.3%	7%	1.1%	-5%	-11%	-2%
29	COc1ccc(OC)c(Nc2cc(C)nc3ccccc23)c1	1%	1%	1%	11%	i	-1.4%	12%	0.5%	0%	?	-2%
30	Cc1cc(C)n(S(=O)(=O)c2ccc(C)c(C)c2C)n1	0%	-1%	-8%	4%	i	-0.4%	6%	-0.7%	-27%	?	-10%
31	COc1ccc2cc(CN(CCO)C(=O)c3ccc(Br)cc3)c(=O)[nH]c2c1	-3%	0%	12%	14%	i	-2.2%	4%	-0.6%	-9%	?	-7%
32	COc1ccc(N2CCN(C(=O)Cn3nnc(-c4cccs4)n3)CC2)cc1	0%	-3%	7%	-13%	i	-0.6%	20%	-2.8%	-26%	-3%	0%
33	C[C@@H]1O[C@H]2C3=C(C(=O)[C@H]4O[C@@H]4[C@H]3O)[C@@H]1[C@@H]1[C@@H](C)OC=C3[C@H](O)[C@H]4O[C@@H]4/C(=N\OCc4ccccc4)[C@]312	0%[11.5 µM]	1%[11.5 µM]	nt	nt	nt	1.1%[15.4 µM]	-9%[11.4 µM]	-0.1%[15.4 µM]	2%[11.4 µM]	-3%[11.4 µM]	nt
34	COc1ccc2c(c1OC)C(=O)N(c1cccc(C(F)(F)F)c1)C2	-3%	-2%	17%	23%	i	-0.8%	1%	-0.7%	-8%	?	8%
35	COc1ccc(C[C@@H]2C(=O)N[C@H](C)C(=O)N(C)[C@@H]3Cc4ccc(cc4)Oc4cc(ccc4O)C[C@H](C(=O)N[C@@H](C)C(=O)N[C@H](C)C(=O)N2C)N(C)C3=O)cc1	2%[11.5 µM]	-1%[11.5 µM]	nt	-10%[11.4 µM]	i	0.6%[15.4 µM]	9%[11.4 µM]	-3.3%[15.4 µM]	0%[11.4 µM]	2%[11.4 µM]	0%[11.4 µM]
36	Cc1sc2ncnc(-n3cnc4ccccc43)c2c1C	0%	-6%	0%	-4%	i	-0.1%	-4%	-1.2%	10%	-5%	-5%
37	O=C(CNc1ccc(Oc2ccccc2)cc1)N1CCOCC1	-5%	8%	-5%	-13%	i	0.2%	10%	-2.5%	-4%	11%	4%
